Growth percent in the NCI-60 one-dose screen (48 h, 10 µM unless noted): 100 = growth as untreated, 0 = no growth, -100 = all killed.
SW-620: SW-620 colon cancer; 82,000 compounds, 5.2% hits; AID 1794795
COLO 205: COLO 205 colon cancer. 79,000 compounds, 7.3% hits
HCT-116: HCT-116 colon cancer | 82,000 compounds, 7.3% hits
SNB-75: SNB-75 CNS cancer; 79,000 compounds, 5% hits; AID 1794750
HCT-15: HCT-15 colon cancer | 82,000 compounds, 5.2% hits
KM12: KM12 colon cancer cells. 82,000 compounds, 5% hits
A498: A498 renal cancer cells; 76,000 compounds, 5.4% hits
HCC-2998: HCC-2998 colon cancer | AID 1794799 | 79,000 compounds, 4.7% hits
HT29: HT29 colon cancer. 81,000 compounds, 7.4% hits. AID 1794748
The depositor's hits bear a star; . = not tested or not shown; & = joins results of further samples; [ ] = dose if it differs, or a comment. How the source made its calls: active means growth percent below 10; inactive means the rest.

The line under a structure holds: SW-620, COLO 205, HCT-116, SNB-75, HCT-15, KM12, A498, HCC-2998, HT29
- O=C1/C(=C/c2ccc3c(c2)OCO3)SC(=S)N1CCc1ccc(O)cc1
  111, 116, 101, 84, 93, 86, 111, 103, 113
- C=CCC(CCC(CC=C)C(=O)O)C(=O)O (configuration not stated)
  104, 114, 103, 90, 92, 102, 111, 103, 107
- OC(COc1ccc(Cl)cc1)CN1CCCC1 (configuration not stated)
  110, 112, 97, 90, 101, 109, 101, 86, 108
- O=C1CSC(c2ccccc2Cl)N1Cc1ccccc1 (configuration not stated)
  106, 109, 101, 102, 97, 105, 94, 106, 90
- Cn1cc(-c2nc(-c3cn(C)c4ncccc34)cs2)c2cc(F)ccc21
  27, 31, 19, 29, 21, 22, 45, 53, 8.9*
- C=CCOc1ccc(C#N)cc1
  96, 100, 95, 92, 100, 94, 97, 102, 103
- CCc1cc2c(cc1Cl)nc1c(=O)[nH]c(=O)nc-1n2CCOCC(C)(C)C
  90, 58, 73, 97, 58, 76, 88, 84, 58
- COc1ccc2cc(-c3ccnc4c(N=Nc5ccccc5)c(N)nn34)ccc2c1
  103, 97, 107, 100, 109, 105, 81, 100, 94
- Cc1cc2c(C(C)C)c(O)c(O)c(C=NCc3ccoc3)c2c(O)c1-c1c(C)cc2c(C(C)C)c(O)c(O)c(C=NCc3ccco3)c2c1O
  25, 11, 21, 65, 20, 19, 80, 35, 31
- CC1CNC2(CCCCC2)O1 (configuration not stated)
  107, 92, 99, 81, 104, 102, 111, 102, 105
- C[C@@H](C[C@H](CCO)c1ccccc1)c1csc2ccccc12
  92, 109, 87, ., 95, 97, 79, 97, 95
- COc1ccc(C2CC(c3ccc4c(c3)OCO4)=NN2C=O)cc1 (configuration not stated)
  104, 115, 96, 76, 102, 105, 91, 102, 98
- O=C(CSc1nc(-c2ccc(Cl)cc2)cn1-c1ccc(Cl)cc1)c1ccc(Br)cc1
  89, 82, 44, 44, 85, 88, 94, 90, 67
- C=C1SC(=Nc2c(C)cccc2C)N(c2nc(Cl)nc(Cl)n2)C12CCCCC2
  112, 109, 94, 97, 109, 103, 113, 111, 108
- OCC(O)C(O)C(O)c1cnn(-c2ccccc2)n1 (configuration not stated)
  94&101, 108&107, 95&99, 89&95, 103&105, 105&117, 75&114, 99, 97&104

Looked up above:
COc1ccc(C2CC(c3ccc4c(c3)OCO4)=NN2C=O)cc1 (configuration not stated) in HCC-2998: 102
C[C@@H](C[C@H](CCO)c1ccccc1)c1csc2ccccc12 in HCT-116: 87

Next part:
The line under a structure holds: SW-620, COLO 205, HCT-116, SNB-75, HCT-15, KM12, A498, HCC-2998, HT29
- CC[C@H](C)[C@@H](C(=O)OC)n1cc(CNC(=O)[C@H](Cc2ccccc2)NC(=O)OCc2ccccc2)nn1
  105, 119, 98, 95, 95, 99, 80, 98, .
- O=C(N/N=C/c1ccccc1S(=O)(=O)O)C(=O)N/N=C/c1ccccc1S(=O)(=O)O
  107, 107, 96, 90, 107, 107, 120, 110, 106
- c1csc(-c2cn3ccnc3c(-c3ccc4c(c3)ncn4C3CCCCC3)n2)c1
  113, 110, 100, 107, 94, 93, ., 115, 110
- O=C(O)C(c1ccccc1)N1CCOCC1 (configuration not stated)
  104, 113, 96, 108, 111, 113, 100, 105, 123
- Cn1c2ccccc2c2c3[nH]c(=O)[nH]c(=O)c3c3c4ccccc4n(C)c3c21
  33, 54, 18, -38*, 24, 24, -4.0*, 74, 14
- CSc1nc2[nH]cnc(=S)c2[nH]1
  106, 123, 95, 93, 105, 101, 139, 116, 110
- Cc1ccc(-c2cc3nc4oc(-c5ccccc5)nc4c(=O)n3[nH]2)cc1
  94, 98, 97, ., 103, 92, 96, 87, 107
- CC1(C)N=C(Oc2cc(Cl)cc(Cl)c2)NC(=S)N1
  100, 116, 107, 94, 104, 106, 112, 105, 116
- CC(=O)Nc1ccccc1C(F)(F)F
  99, 114, 100, 90, 98, 99, 88, 99, 110
- Cc1cc(Br)ccc1N
  108, 134, 99, 96, 113, 107, 96, 100, 123
- O=C(NNC(=O)c1ccc(-n2cc(-c3ccccc3)nn2)cc1)Nc1ccc(Cl)cc1
  102, 110, 101, 96, 100, 106, 107, 114, 117
- CC1CN(CC(O)c2ccc(Br)cc2)CCO1 (configuration not stated)
  109, 98, 108, 91, 107, 107, ., 103, 113
- CCOc1ccc(-c2nonc2-[n+]2noc(=O)[nH]2)cc1
  94, 122, 107, ., 99, 102, ., 114, 109
- COc1ccc(OC)c(NC(=O)c2cc3oc4ccccc4c3cc2O)c1
  104, 89, 106, 84, 97, 100, 121, ., 100
- COc1ccc(C2N=C3C(c4ccccc4)=NOC3C(=O)N2)cc1 (configuration not stated)
  106, 119, 109, 108, 108, 104, 101, 102, 96

Filtered by structure: those above with a COOH group (2)
The line under a structure holds: SW-620, COLO 205, HCT-116, SNB-75, HCT-15, KM12, A498, HCC-2998, HT29
- C=CCC(CCC(CC=C)C(=O)O)C(=O)O (configuration not stated)
  104, 114, 103, 90, 92, 102, 111, 103, 107
- O=C(O)C(c1ccccc1)N1CCOCC1 (configuration not stated)
  104, 113, 96, 108, 111, 113, 100, 105, 123

More results
The line under a structure holds: SW-620, COLO 205, HCT-116, SNB-75, HCT-15, KM12, A498, HCC-2998, HT29
- N#CC1=C(c2cccs2)Nc2c(c(-c3ccccc3)nn2-c2ccccc2)C12C(=O)Nc1ccccc12 (configuration not stated)
  8.7*, 56, 5.5*, 61, 12, 9.0*, -15*, 38, 6.7*
- CC(C)CCCC(C)[C@H]1CCC2C3CC=C4C[C@@H](O)CC[C@]4(C)C3CC[C@@]21C (some centres not stated)
  98, 107, 96, 107, 104, 109, 89, 107, 111
- CC1=C([Se]CC(OC(=O)CC[Se]c2ccccc2)C(=O)NCCCCCC(=O)OCc2ccccc2)C(=O)c2ccccc2C1=O (configuration not stated)
  104, 105, -3.5*, 56, 50, 9.7*, 72, 72, 41
- CC(C)OC(=O)CCC/C=C\C[C@@H]1[C@@H](/C=C/C(O)COc2cccc(C(F)(F)F)c2)[C@H](O)C[C@@H]1O (some centres not stated)
  101, 119, 104, 116, 102, 101, 81, 105, 112
- Cc1[nH]c(C2CC(c3ccc(C(F)(F)F)c(F)c3)=NN2c2ccc(Cl)cc2)c(C)c1C(=O)NCC(F)(F)F (configuration not stated)
  97, 105, 78, 89, 85, 99, 75, 109, 79
- Cc1c(/C=C2\Cc3ccc(Cl)cc3C2=O)c(=O)n(-c2ccccc2)n1C
  97, 112, 87, 54, 98, 102, 104, ., 93
- Cc1nc2ccc(Nc3nc(NCCO)nc(N4CCOCC4)n3)cc2n1Cc1ccccc1
  97, 117, 100, 92, 100, 108, 80, 105, 111
- Cc1c(N(C)CS(=O)(=O)O)c(=O)n(-c2ccccc2)n1C
  108, 115, 105, 111, 103, 109, 109, 121, 98
- CS(=O)(=O)c1nccc(-c2c(-c3cccc(OCc4ccc(F)cc4)c3)nc3occn23)n1
  92, 92, 88, 138, 85, 82, 61, 104, 82
- C=CC(=O)NC1c2ccccc2Oc2ccccc21
  113, 98, 81, 90, 93, 97, 95, 103, 88
- Cn1ccnc1C(=O)/C=C/c1ccc(CC(=O)Nc2ccc(Cl)cc2)cc1
  7.1*, 7.4*, 7.9*, 12, 5.5*, 9.6*, ., 30, 3.0*
- CCOC(=O)c1c(NC(=O)c2cccc(C(F)(F)F)c2)sc2cc(N3CCCC3)ccc12
  104, 104, 96, 97, 98, 97, ., 99, 102
- N#Cc1c(-c2ccc(Cl)cc2)nc(SCCCCCC(=O)NO)[nH]c1=O
  113, 124, 105, 111, 110, 105, 115, 106, 106
- CCNc1nc(C(F)(F)F)nc2c1sc(=S)n2-c1ccccc1
  106, 106, 94, 99, 95, 89, ., 115, 89
- O=C1/C(=C/C=C/c2ccco2)SC(=S)N1CCc1ccccc1
  103, 78, 92, 93, 90, 99, ., 106, 98

Complete entries, looked up by structure. Order of values: SW-620, COLO 205, HCT-116, SNB-75, HCT-15, KM12, A498, HCC-2998, HT29
Shown for C=CC(=O)NC1c2ccccc2Oc2ccccc21 : 113, 98, 81, 90, 93, 97, 95, 103, 88
Shown for Cc1nc2ccc(Nc3nc(NCCO)nc(N4CCOCC4)n3)cc2n1Cc1ccccc1 : 97, 117, 100, 92, 100, 108, 80, 105, 111
Shown for OCC(O)C(O)C(O)c1cnn(-c2ccccc2)n1 (configuration not stated) : 94&101, 108&107, 95&99, 89&95, 103&105, 105&117, 75&114, 99, 97&104
Shown for C[C@@H](C[C@H](CCO)c1ccccc1)c1csc2ccccc12 : 92, 109, 87, ., 95, 97, 79, 97, 95
Shown for CC(C)CCCC(C)[C@H]1CCC2C3CC=C4C[C@@H](O)CC[C@]4(C)C3CC[C@@]21C (some centres not stated) : 98, 107, 96, 107, 104, 109, 89, 107, 111

More entries
The line under a structure holds: SW-620, COLO 205, HCT-116, SNB-75, HCT-15, KM12, A498, HCC-2998, HT29
- CCN(CC)CCOc1ccc2c(c1)O/C(=C\c1ccccc1OC)C2=O
  89, 115, 79, 83, 93, 92, 72, 112, 78
- CCCOc1ccc(N2CCN(c3ncnc4c3ncn4Cc3nnc4c5ccccc5c(Cl)nn34)CC2)cc1
  93, 109, 81, 82, 84, 87, 77, 93, 104
- O=C(N/N=C/c1cccc(O)c1)c1ccccc1Nc1cccc(C(F)(F)F)c1
  95, 117, 83, 80, 72, 82, 92, 83, 106
- N[C@@H](CCC(=O)NO)C(=O)O
  103[20 µM], ., 97[20 µM], 84[20 µM], 106[20 µM], 101[20 µM], 117[20 µM], 113[20 µM], 111[20 µM]
- COc1ccc(C2=NN(C(N)=S)C(c3ccc(Cl)cc3)C2)cc1S(=O)(=O)NNC(=O)c1ccncc1 (configuration not stated)
  101, 113, 109, 93, 108, 105, 99, 103, 113
- COc1ccc(C(=O)CSc2nc(-c3ccc(Cl)cc3)c(C#N)c(=O)[nH]2)cc1
  96, 98, 96, 77, 103, 104, 125, 101, 100
- Cc1ccccc1Cn1cc(CSc2nc3ccccc3o2)nn1
  102, 127, 97, 98, 103, 97, 106, 101, 112
- Clc1nc(Cl)nc(-c2cccn2-c2ccccc2)n1
  111, 110, 110, 102, 108, 96, 85, 100, 109
- NC(=O)N/N=C/c1ccc2c(c1)OCO2
  109, 109, 113, 105, 99, 107, 97, 106, 104
- Cc1cc2ccccc2c[n+]1CCc1ccccc1
  84, 54, 77, 79, 103, 63, 59, 57, 54
- O=CC(=O)C(C(=O)O)[N+](=O)[O-] (configuration not stated)
  93, 99, 108, 88, 111, 99, 95, 98, 103
- O=S(=O)(O)c1ccccc1/C=N\NC(=S)N/N=C/c1ccccc1S(=O)(=O)O
  109, 102, 104, 89, 112, 111, 116, 107, 102
- C=CCn1cc(COc2cccnc2NC(=O)c2ccccc2)nn1
  104, 119, 93, 96, 92, 102, 94, 97, 103
- COc1ccc2c(-c3nnc(N)o3)cc(=O)oc2c1
  103, 118, 104, 89, 99, 97, 89, 115, 109
- O=C(/C=C/c1ccc(Cl)cc1)Nc1ccc(C=C2c3ccccc3C(=O)c3ccccc32)cc1
  73, 96, 64, 64, 62, 46, ., 81, 51

Carrying on.
Keys – A = SW-620; B = COLO 205; C = HCT-116; D = SNB-75; E = HCT-15; F = KM12; G = A498; H = HCC-2998; I = HT29
smiles: NC1(c2ccc(-c3ccc4ncnc(NCc5ccccc5)c4c3)cn2)COC1
  A = 106&114	B = 126&112	C = 116&109	D = 103&115	E = 102&109	F = 89&101	G = 134&118	H = 113&117	I = 108&122
smiles: O=C(c1ccc(F)cc1)c1cc2ccccc2o1
  A = 109	B = 102	C = 103	D = 105	E = 100	F = 104	G = 93	H = 102	I = 95
smiles: COc1ccc(C2=NN(C=O)C(c3ccc(Cl)cc3)C2)cc1S(=O)(=O)Nc1cccnc1 (configuration not stated)
  A = 103	B = 118	C = 102	D = 91	E = 105	F = 102	G = 100	H = 108	I = 100
smiles: CNS(=O)(=O)Oc1ccc(-c2cn3ccsc3n2)cc1
  A = 103	B = 115	C = 105	D = 95	E = 99	F = 102	G = 103	H = 106	I = 105
smiles: COC(=O)c1ccc(I)c(C)c1
  A = 116	B = 116	C = 110	D = 115	E = 105	F = 111	G = 99	H = 109	I = 117
smiles: COc1cc2oc(-c3cccc(NC(=O)CNC(=O)OC(C)(C)C)c3)cc(=O)c2c(OC)c1OC
  A = 109	B = 113	C = 86	D = 96	E = 81	F = 78	G = 99	H = 114	I = 107
smiles: Cc1[nH]c2ncnc(Oc3ccc(NC(=O)Nc4ccc(Cl)c(C(F)(F)F)c4)cc3)c2c1C
  A = 78	B = 60	C = 42	D = 88	E = 48	F = 27	G = 76	H = 60	I = 50
smiles: N#Cc1c(-c2ccco2)nc(SCC(O)CN2CCOCC2)[nH]c1=O (configuration not stated)
  A = 112	B = 104	C = 105	D = 199	E = 114	F = 102	G = 139	H = 156	I = 123
smiles: CN(C)C(=O)C1=NC(CO)C(=O)N(c2ccc(Cl)cc2)N1 (configuration not stated)
  A = 103	B = 105	C = 88	D = 105	E = 102	F = 98	G = .	H = 109	I = 102
smiles: Cc1ccccc1NC(=O)NNc1ccccc1
  A = 97	B = 107	C = 99	D = 89	E = 103	F = 100	G = 94	H = 101	I = 89
smiles: Cc1nnc(SCC2=C(C(=O)O)N3C(=O)[C@@H](NC(=O)Cn4cnnn4)[C@H]3SC2)s1
  A = 103	B = 107	C = 104	D = 92	E = 105	F = 106	G = 110	H = 108	I = 102
smiles: CCCC(O)CN (configuration not stated)
  A = 104	B = 104	C = 102	D = 97	E = 98	F = 108	G = 100	H = 120	I = 99

Given with bars between the fields: 2 of the compounds above
structure | SW-620 | COLO 205 | HCT-116 | SNB-75 | HCT-15 | KM12 | A498 | HCC-2998 | HT29
COc1ccc(C2=NN(C=O)C(c3ccc(Cl)cc3)C2)cc1S(=O)(=O)Nc1cccnc1 (configuration not stated) | 103 | 118 | 102 | 91 | 105 | 102 | 100 | 108 | 100
CNS(=O)(=O)Oc1ccc(-c2cn3ccsc3n2)cc1 | 103 | 115 | 105 | 95 | 99 | 102 | 103 | 106 | 105

Screening data (PubChem)
